# High-throughput results deposited in PubChem BioAssay by National Center for Advancing Translational Sciences (NCATS).
# Eya2 inh – blocks the phosphatase activity of human Eya2; O00167; recombinant Eya2, OMFP fluorescence dephosphorylation (OMFP is methylfluorescein phosphate); Potency, µM (titrated, usually from 76.9 µM), without a hit: top-dose activity, negative = inhibition, hits mostly inhibitors; 330,000 compounds, 0.006% hits; AID 488837; note: potency is the fitted concentration of half-maximal effect; % is set by controls: 0 for no effect and ±100 for the full control effect
#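 Eya2 (0.2 uM) preincubated 10 min at ambient with compound, then OMFP substrate added at 50 uM; 10 min reaction in 50 mM HEPES pH 7.5, 50 mM NaCl, 5 uM MgCl2, 0.05% BSA, 1 mM DTT. Fluorescence read at Ex 485/Em 525 nm.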
# Mito fusion act – blocks mitochondrial division or promotes mitochondrial fusion; S. cerevisiae fusion-defective mutant growth rescue, CellTiterGlo 48 h; Potency, µM (top dose mostly 46.1 µM), inactives show at the highest dose growth rescue (activation), hits mostly activators; 320,000 compounds, 0.23% hits;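 note: potency is the fitted concentration of half-maximal effect; % of control where 0% means no effect; nearly all actives have a fitted effect of over 45% in size; temperature-sensitive fusion mutants such as fzo1-1 at 37 °C on non-fermentable ethanol glycerol medium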
#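 Growth-rescue viability read-out: after 48 h at the non-permissive 37C in glycerol/ethanol YPEG, yeast mitochondrial fusion mutants are measured by CellTiterGlo luminescence; compounds (23 nl pinned per well) restoring growth score as division inhibitors or fusion activators.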
# BCR signal inh – inhibitors of chronic active B-cell receptor signaling | Potency, µM (titrated, usually from 46.1 µM), inactives show top-dose ratio change, negative = lower green/red ratio, actives largely listed as inhibitors | 340,000 compounds, 0.05% hits | ABC-DLBCL IkBa-CBG/CBR reporter, luminescence ratio, 4 h; active = well fitted inhibition curve with a large enough effect in the signal ratio, with a control signal flat, not every such curve was filed as active; inconclusive = small, poorly fitted or top-dose-only effect, or effect the other way, or a change in a side signal; the % refers to the signal ratio;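 note: potency is the fitted concentration of half-maximal effect; plate controls were basal doxycycline-induced cells for no effect and cells given 10 µM MG132 for full effect; MG132 reads +100%, hits lower the ratio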
#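 TMD8 human ABC-DLBCL cells with doxycycline-inducible IκBα–green luciferase fusion and unfused red luciferase, in 0.5% FBS medium; compounds up to 46 uM, 4 h at 37C. Green/red luminescence ratio, filter-overlap corrected, fitted to concentration-response curves.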
# USP2a inh – USP2a (human) protease inhibition; O75604; USP2 core, Ub-CHOP2 coupled fluorogenic reporter, 485/531; Potency, µM (top dose mostly 38.3 µM), without a hit: at the top dose activity change, negative = inhibition, actives largely listed as inhibitors; 330,000 compounds, 0.01% hits; AID 463254;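 note: potency is the fitted concentration of half-maximal effect; plate controls were DMSO wells for no effect and full inhibition by NEM control for full effect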
#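 Cell-free coupled assay: 10nM USP2 core preincubated 30min RT with compound in Tris-HCl pH 8.0/CaCl2/CHAPS buffer, then 25nM Ub-CHOP2 and 25nM reporter substrate; fluorescence (Ex 485/Em 531) read after 60min RT, normalized to NEM inhibition, concentration-response curves fitted.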
# Menin MLL FP TR – inhibitors of human menin-MLL interaction, mutant MLL peptide. 270,000 compounds, 0.23% hits. Menin + Texas Red MLL mutant peptide, fluorescence polarization. O00255. Potency, µM (highest dose often 61.6 µM), for inactives: at the highest dose FP activity change, negative = inhibition, actives largely listed as inhibitors; active = well fitted inhibition curve with a large enough effect in the polarisation, with a control signal flat, not every such curve was filed as active; inconclusive = small, poorly fitted or top-dose-only effect, or effect the other way, or a change in a side signal; inactive = no such curve, though single readings can be large or run the other way; the % refers to the polarisation; note: potency is the fitted concentration of half-maximal effect; % of control where 0% means no effect; many of its hits are not listed in these tables
# Target sequence (O00255 whole entry, looked up): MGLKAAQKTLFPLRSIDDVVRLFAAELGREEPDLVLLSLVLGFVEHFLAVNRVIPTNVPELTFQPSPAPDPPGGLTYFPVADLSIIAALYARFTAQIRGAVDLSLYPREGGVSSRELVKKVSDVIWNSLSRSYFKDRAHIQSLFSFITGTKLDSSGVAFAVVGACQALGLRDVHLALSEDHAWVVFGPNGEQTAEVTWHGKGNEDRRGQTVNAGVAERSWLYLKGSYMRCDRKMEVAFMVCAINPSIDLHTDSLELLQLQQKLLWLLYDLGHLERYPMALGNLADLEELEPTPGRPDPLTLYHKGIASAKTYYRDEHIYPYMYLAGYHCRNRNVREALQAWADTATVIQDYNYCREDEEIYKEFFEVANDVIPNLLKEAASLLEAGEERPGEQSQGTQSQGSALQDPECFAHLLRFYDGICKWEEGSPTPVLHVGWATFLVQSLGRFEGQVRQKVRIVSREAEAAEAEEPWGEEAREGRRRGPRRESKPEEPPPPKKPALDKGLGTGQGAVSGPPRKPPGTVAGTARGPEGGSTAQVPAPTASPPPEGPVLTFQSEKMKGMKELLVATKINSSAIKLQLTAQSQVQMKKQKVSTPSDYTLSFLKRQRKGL
# ASM inhibitor – human S-ASM enzyme inhibition. P17405. placental ASM, HMU-PC fluorogenic substrate, 60 min. Potency, µM (series often up to 57.5 µM), inactives show at the highest dose activity change, negative = inhibition, usual class: inhibitors. 340,000 compounds, 0.006% hits. AID 504937; note: potency is the fitted concentration of half-maximal effect
#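 qHTS format. ASM enzyme prepared from human placenta hydrolyses the fluorogenic substrate HMU-PC0 (9 uM final) over 60 min at 37 °C after a 10 min compound preincubation.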
# hERG WT inh – KCNH2 (human, wildtype) channel inhibition; U2OS, BacMam KCNH2, thallium flux FluxOr; active compounds read low; activity change, % at 1.84 µM; 340,000 compounds, 0.37% hits;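 active = maximum activity change below -70%; inconclusive = maximum activity change between -70% and -50%; inactive = maximum activity change above -50%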; note: % is set by controls: 0 for no effect and ±100 for the full control effect
#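 U2OS cells were transduced with wild-type KCNH2 virus (2.03 x 10^8 / mL) for 4 h at room temperature, then cultured overnight at 37 C. Thallium flux was read with FluxOr dye. Rate constants were normalized to DMSO controls.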
# PKM2 act – increases activity of human pyruvate kinase M2; P14618; purified PKM2, Kinase-Glo ATP luminescence, activation; response scale: 0% is enzyme alone, no compound; Potency, µM (titrated, usually from 57.5 µM), without a hit: at the highest dose activation, hits mostly activators; 260,000 compounds, 0.34% hits; AID 1631; note: potency is the fitted concentration of half-maximal effect; % is set by controls: 0 for no effect and ±100 for the full control effect; nearly all actives have a fitted effect of over 55% in size
#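 Purified hPK-M2 (>95%) run at intermediate activity with 0.1 mM ADP and 0.5 mM PEP in 50 mM imidazole pH 7.2, KCl, MgCl2; 1 h room temperature. ATP formed read by Kinase-Glo luminescence; normalized to uninhibited and no-enzyme controls.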
# MBNL1-CUG inh – MBNL1-poly(CUG) RNA binding inhibition; AID 2675; Potency, µM (series often up to 57.5 µM), inactives show at the top dose activity change, negative = inhibition, most hits filed as inhibitors; 280,000 compounds, 0.036% hits; TR-FRET MBNL1-His/biotin-(CUG)12 binding, 665/545 ratio; Q9NR56; active = well fitted inhibition curve with a large enough effect in the signal ratio, with a control signal flat, not every such curve was filed as active; inconclusive = small, poorly fitted or top-dose-only effect, or effect the other way, or a change in a side signal; inactive = no such curve, though single readings can be large or run the other way; the % refers to the signal ratio; note: potency is the fitted concentration of half-maximal effect; % is set by controls: 0 for no effect and ±100 for the full control effect
# Target sequence (Q9NR56 whole entry, looked up): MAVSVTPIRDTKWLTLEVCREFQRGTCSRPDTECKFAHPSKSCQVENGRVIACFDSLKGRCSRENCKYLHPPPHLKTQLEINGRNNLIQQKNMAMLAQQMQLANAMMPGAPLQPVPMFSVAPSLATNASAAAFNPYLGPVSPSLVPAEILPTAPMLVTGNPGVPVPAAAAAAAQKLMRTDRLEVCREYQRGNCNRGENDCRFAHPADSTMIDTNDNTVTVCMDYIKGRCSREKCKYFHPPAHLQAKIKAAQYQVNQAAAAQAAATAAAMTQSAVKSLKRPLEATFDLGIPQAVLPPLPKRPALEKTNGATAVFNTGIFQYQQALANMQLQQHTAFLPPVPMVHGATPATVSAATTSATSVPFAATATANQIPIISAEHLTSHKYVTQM
#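 Ratiometric TR-FRET (665 over 545 nm, excitation 340 nm) tracks disruption of MBNL1-His/biotin-(CUG)12 complex after 60 min at room temperature, with compounds at 92 nM to 58 uM final.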
# GALK inhibitor – blocks human galactokinase activity; AID 1868; 270,000 compounds, 0.007% hits; Purified GALK, Kinase-Glo residual ATP luminescence; Potency, µM (doses to about 57.5 µM), for inactives: at the highest dose activity change, negative = inhibition, hits mostly inhibitors; note: potency is the fitted concentration of half-maximal effect; % is set by controls: 0 for no effect and ±100 for the full control effect
#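 Galactose (100 uM) and ATP (35 uM) were turned over by 5 nM GALK for 1 h at RT. Kinase-Glo Plus then converted the remaining ATP into a luminescent signal.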
# TSHR antag – human thyrotropin receptor antagonism; activity change, negative = inhibition, % at 11.5 µM; 330,000 compounds, 0.2% hits; P16473; AID 504810; TSHR-expressing cells, TSH-stimulated cAMP HTRF, 2 h; active compounds read low;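 active = activity change below a set negative limit, meaning inhibition stronger than a set level, cut at about -70% in these data; inconclusive = activity change between two set negative limits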; note: % is set by controls: 0 for no effect and ±100 for the full control effect
#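 Inhibition of cAMP made by TSHR-expressing cells under TSH stimulation (4nM final, EC80; 2 h, 37 deg C) is quantified with a one-step lysis HTRF kit, anti-cAMP cryptate versus cAMP-d2.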
# The depositor's hits bear a star; ? = inconclusive; . = no result given; [ ] = remark or other dose. Unless noted, calls come from the whole dose curve; as a rule, active = well fitted curve in the direction sought with a large enough effect; inconclusive = small, poorly fitted or top-dose-only effect, or another doubt; inactive = no such curve, though single readings can be large; an effect the other way counts as inactive or inconclusive. An excerpt; count on the stated rates, not on these rows.
SMILES,Eya2 inh,Mito fusion act,BCR signal inh,USP2a inh,Menin MLL FP TR,ASM inhibitor,hERG WT inh,PKM2 act,MBNL1-CUG inh,GALK inhibitor,TSHR antag
O=C(CCCCCn1c(=S)[nH]c2ccc(N3CCOCC3)cc2c1=O)NC1CCN(Cc2ccccc2)CC1,2.3%,-5.8%,?,0.6%,-1.5%,47.3%[activator],-2.3,4.1%,18.2%,-0.5%,-4.2
Cc1cc(C)nc(NS(=O)(=O)c2ccc(NC(=O)c3ccc4c(c3)OCCO4)cc2)n1,3.5%,-0.6%,0.7%,2.0%,14.3%,3.5%,-1.9,5.6%,-14.5%,10.1%,-3.1
COc1ccc(SC[C@H](CC(C)C)N2CCN(C)CCC2=O)cc1,0.5%,-28.1%,2.4%,8.7%,.,6.6%,3.6,2.2%,-4.2%,-0.5%,-5.8
CCOC(=O)c1sc(SCC(=O)Nc2ccc(N(C)C)cc2)nc1N,0.8%,4.5%,?,-1.0%,2.9%,-1.3%,-5.2,-1.8%,?,8.6%,-20.7
COc1ccc(C2=NN(C(=O)CSc3ncccn3)C(c3cccc(OC)c3OC)C2)cc1 (configuration not stated),-24.3%,6.9%,?,1.1%,-0.9%,-19.6%,3.3,.,-0.9%,-0.8%,1.7
COc1ccc(C(=O)Oc2cc(N)n(S(=O)(=O)c3ccccc3)n2)cc1,-6.4%,9.5%,-12.6%,0.5%,6.1%,-2.5%,.,-7.3%,-7.8%,5.8%,6.0
O=C(Cn1cnc2c(oc3ccccc32)c1=O)N1CCCc2ccccc21,-6.9%,9.7%,?,-4.8%,6.1%,-5.2%,-1.3,-10.9%,-0.2%,-2.5%,20.9
COc1ccc(NC(=O)c2ccccc2-c2ccc(C(F)(F)F)cc2)cc1S(=O)(=O)N1CCOCC1,-6.5%,4.2%,-2.5%,-2.0%,2.6%,-5.5%,-0.7,2.6%,2.2%,-0.2%,6.3
O=C(CSc1nnnn1-c1ccccc1)Nc1ccc(Cl)cn1,-38.4%,0.6%,5.7%,-1.7%,-2.1%,-2.9%,-6.0,-5.6%,10.4%,0.4%,.
O=C1c2ccccc2C(=O)N1OS(=O)(=O)c1ccccc1,2.6%,-6.7%,0.7%,0.7%,12.9%,.,.,12.6%,-1.3%,-0.8%,20.5
COc1ccc2cc3cc(C(=O)Nc4ccc5c(c4)OCO5)oc3nc2c1,2.4%,0.6%,-3.8%,-0.5%,37.5%[activator],-1.5%,8.3,-3.3%,13.4%,2.8%,-14.9
CCCn1nnnc1NCc1ccc(N(CC)CC)cc1,-22.9%,1.4%,0.5%,-0.5%,-13.7%,6.3%,-1.4,1.7%,-3.1%,4.4%,6.2
CC(C)(C)c1cc(C(=O)N/N=C/c2ccc(O)cc2)n(-c2ccccc2)n1,-15.9%,-7.9%,0.6%,1.6%,10.4%,-2.1%,2.4,-0.4%,.,-0.3%,7.0
CCOC(=O)CSc1nc(NC#N)nc(N(CC)CC)n1,-0.8%,-3.7%,14.5%,1.0%,12.5%,3.5%,2.3,0.9%,-7.3%,0.1%,5.6
Cn1c(SCC(=O)N2c3ccccc3CCc3ccccc32)nnc1-c1cc2ccccc2cc1O,-9.7%,6.5%,7.4%,-14.2%,0.0%,19.4%,-3.9,9.7%,12.5%,1.1%,-6.8
CCOC(=O)c1c(C)nn(-c2ncccc2NC(=O)NC(C)C)c1C,8.5%,4.9%,-7.5%,0.6%,.,8.0%,8.9,-3.4%,-6.2%,2.2%,9.8
C[C@@H]1CC=C[C@H]2[C@H]1C(=O)N(Cc1ccccc1)[C@H]2c1ccc(-c2cc3ccccc3s2)cc1F,-2.5%,6.9%,-4.6%,8.3%,.,-3.7%,0.7,-4.4%,48.3%[activator],-2.1%,-7.1
O=C(c1ccco1)C(O)c1ccco1 (configuration not stated),3.2%,6.6%,-1.2%,1.8%,11.1%,1.6%,3.0,.,7.2%,-0.5%,-3.2
CC(=O)Nc1ccc(NC(=O)C(C)OC(=O)CCC2CCCC2)cc1 (configuration not stated),-10.4%,1.2%,?,0.8%,.,-4.0%,-4.5,.,.,.,-5.2
COc1ccc(/C=N/NC(=O)c2cccnc2)cc1O,3.7%,1.1%,?,0.6%,1.5%,-1.0%,-15.6,-6.1%,16.8%,-1.3%,14.8
COc1cc2c(cc1OC)CN(c1ccc3ccccc3n1)CC2,-13.4%,0.8%,?,-7.6%,2.4%,129.3%[activator],11.1,12.1%,?,9.5%,26.8
COc1ccc(C(=O)NCCS(=O)(=O)NCCc2ccccc2)cc1,-18.4%,6.3%,1.2%,0.0%,.,-0.9%,-1.0,.,.,.,44.7
O=C(CCCc1c[nH]c2ccccc12)NCC1COc2ccccc2O1 (configuration not stated),-2.8%,-2.8%,-4.7%,-1.1%,11.1%,-2.2%,-0.7,-2.6%,-14.5%,1.1%,11.4
C=CCn1c(COc2cccc3ccc(C)nc23)nnc1SCC(N)=O,2.8%,0.9%,?,-1.5%,-11.4%,5.9%,1.2,-7.8%,3.7%,0.0%,5.7
Cn1cccc1CC(=O)N/N=C/c1ccco1,-5.6%,-4.5%,-4.0%,1.9%,.,1.6%,-2.5,8.1%,?,-0.3%,4.5
Cc1cccc(NC(=O)c2cccc(Cn3cc(Br)c([N+](=O)[O-])n3)c2)c1C,-2.2%,5.2%,0.6%,-0.9%,35.4%[activator],-0.6%,2.9,1.0%,14.6%,-1.5%,-18.5
CC1C=CCC2C(=O)N(c3ccccc3OC(=O)c3ccco3)C(=O)C12 (configuration not stated),1.8%,10.4%,6.0%,1.5%,3.5%,0.6%,-6.5,1.1%,6.7%,-3.1%,15.7
CCCCOc1nc2ccccc2nc1NS(=O)(=O)c1ccc(F)cc1,2.1%,-0.2%,12.1%,0.2%,?,-4.3%,-6.4,.,-0.4%,-2.8%,-10.1
CCCCC(CC)C(=O)Nc1ccc(C)c(O)c1 (configuration not stated),-8.6%,6.9%,-0.9%,-0.5%,-13.2%,-1.6%,-4.2,0.4%,-0.6%,-1.0%,-1.1
COc1ccc(-c2csc(N3CCC(C(N)=O)(N4CCCCC4)CC3)n2)cc1,-5.6%,3.3%,-0.3%,1.5%,-12.0%,-1.4%,-4.5,4.2%,17.1%,-1.6%,-5.1
CCOC(=O)C1CCN(C(=O)COc2ccc(N(C)S(=O)(=O)c3cccs3)cc2)CC1,-13.7%,-10.8%,-2.3%,0.4%,10.9%,-3.0%,16.7,3.3%,-8.6%,5.1%,-1.6
CC(C)(C)NC(=O)CCc1ncc(C(F)(F)F)cc1Cl,20.8%,0.8%,-0.5%,9.6%,-3.8%,-2.0%,1.3,1.5%,.,-0.4%,17.1
O=C(O)c1cccc(S(=O)(=O)N(Cc2ccccc2)c2ccccc2)c1,16.0%,22.5%,-5.0%,-0.1%,14.2%,-5.5%,4.8,-9.7%,-7.6%,4.5%,2.0
CC(C)Cn1c(N)c(C(=O)COC(=O)C2=COCCO2)c(=O)n(C)c1=O,2.4%,-2.1%,8.3%,0.5%,-10.5%,0.3%,-2.1,-7.6%,-0.4%,-2.9%,-7.5
Cc1ccc(-n2nc3c(=O)n(C(C)C(=O)NCCc4cccs4)nc(C)c3c2C)cc1 (configuration not stated),-1.2%,-26.3%,9.6%,4.0%,?,-2.6%,3.8,.,-2.8%,-0.5%,-18.5
Cc1nn(C)c(C)c1S(=O)(=O)N(CC(=O)Nc1ccc2c(c1)OCO2)c1ccc(C(C)C)cc1,-3.0%,-0.9%,9.5%,-2.0%,7.9%,-0.7%,-18.5,-1.7%,-11.1%,-0.2%,-16.6
Fc1cccc(Nc2ncnc3[nH]ncc23)c1,-13.3%,-4.8%,?,2.5%,11.1%,-0.5%,-15.0,0.3%,-14.2%,3.7%,19.0
CC(=O)NC(CC(=O)NCc1ccncc1)c1ccccc1 (configuration not stated),4.9%,4.9%,2.7%,3.5%,.,-4.7%,-6.0,-3.4%,-6.6%,-3.9%,37.9
O=c1ccc(C(F)(F)F)cn1Cc1cc(=O)n2ccsc2n1,-1.0%,-20.0%,9.7%,-1.6%,11.0%,6.9%,-6.6,-2.6%,3.5%,4.7%,1.4
